12-LOX inh: Primary qHTS assay for inhibitors of human arachidonate 12S-lipoxygenase (ALOX12): Round 2; Polyunsaturated fatty acid lipoxygenase ALOX12 (Homo sapiens), P18054; purified 12hLO, xylenol orange hydroperoxide absorbance; Potency, µM (top dose mostly 108 µM), inactives show at the top dose activity change, negative = inhibition, usual class: inhibitors; hit rate 1.1% among 580,000; active = well fitted inhibition curve with a large enough effect; inconclusive = small, poorly fitted or top-dose-only effect, or another doubt; inactive = no such curve, though single readings can be large or run the other way
Target sequence (P18054 whole entry, looked up): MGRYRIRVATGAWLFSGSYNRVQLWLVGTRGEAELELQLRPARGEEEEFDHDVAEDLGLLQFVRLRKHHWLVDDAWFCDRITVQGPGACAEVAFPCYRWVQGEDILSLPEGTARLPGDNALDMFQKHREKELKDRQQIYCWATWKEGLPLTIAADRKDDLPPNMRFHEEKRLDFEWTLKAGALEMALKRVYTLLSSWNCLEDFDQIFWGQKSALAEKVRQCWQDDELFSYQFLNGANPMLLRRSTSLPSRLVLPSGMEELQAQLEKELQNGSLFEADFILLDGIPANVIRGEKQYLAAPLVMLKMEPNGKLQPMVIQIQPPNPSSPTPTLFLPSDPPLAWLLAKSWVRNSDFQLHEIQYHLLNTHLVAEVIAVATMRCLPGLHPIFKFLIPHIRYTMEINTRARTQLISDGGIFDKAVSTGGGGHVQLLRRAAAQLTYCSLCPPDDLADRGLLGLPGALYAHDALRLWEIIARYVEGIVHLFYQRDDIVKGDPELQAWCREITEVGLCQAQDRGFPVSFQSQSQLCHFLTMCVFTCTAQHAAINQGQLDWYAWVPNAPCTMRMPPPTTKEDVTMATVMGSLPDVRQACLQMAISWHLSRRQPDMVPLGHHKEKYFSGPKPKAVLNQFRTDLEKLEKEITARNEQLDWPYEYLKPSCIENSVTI
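Purified human 12hLO (150 nM final) in 25 mM Hepes, 0.01% Triton X-100, pH 7.0 was preincubated 15 min at room temperature with compound. Then 40 uM arachidonic acid was added, 30 min. Hydroperoxide was read by Fe-XO absorbance ratio 573/405 nm.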
Active calls of the source: *; ? = inconclusive; [ ] = remark or other dose. % is scaled to controls: 0 for no effect and ±100 for the full control effect; potency is read from the fitted curve at half-maximal effect. The list is partial (hit frequency here may not be typical).

SMILES	12-LOX inh
COC(=O)CCNC(=O)C1CN(S(=O)(=O)c2ccccc2)CC12CCCCC2 (configuration not stated)	2%
COCCNC(=O)NC[C@H]1O[C@@H]2C[C@@H](CC(=O)N3CCC(F)(F)C3)O[C@@H]2[C@@H]1O	?
O=C(COc1cccnc1)N[C@@H]1[C@@H]2CCO[C@@H]2[C@@H]1C1CCCC1	23%
COc1ccc(-c2ccccc2NC(=O)C2CCCN(Cc3ccc(F)c(F)c3)C2)cc1 (configuration not stated)	6%
O=C(NCc1ccc(F)cc1)c1nc2sccn2c1Br	-1%
COC[C@@H]1CN(C(=O)c2cc(OC)cc(OC)c2)C[C@H]1C(N)=O	15%
COCc1nc(C2CCCN(C(=O)c3ccoc3)C2)no1 (configuration not stated)	21%
COc1ccc(O[C@H]2COCCN(C(=O)N3CCOCC3)C2)cc1	17%[176 µM]
c1cc(-c2ccsc2)n2nc(C3CCCO3)nc2n1 (configuration not stated)	36%[activator]
CC(C)CS(=O)(=O)N[C@H](C)c1onc(-c2ccc(Cl)cc2)c1C(=O)O	2%[176 µM]
O=C1OCCCN1C1CCN([S+](=O)([O-])c2ccccc2)CC1	2%[6.33 µM]
COCCN1C(=O)c2ccccc2C(C(=O)Nc2cc(C)ccn2)C12CCCCC2 (configuration not stated)	36%[activator]
CNC(=O)C(C)(C)N1CCC[C@H]1C(=O)NCCN1CCCCC1	85%[activator][176 µM]
COCCNC(=O)c1cc(-c2ccc(OC)cc2)nc2c1c(C1CCCN1)nn2C (configuration not stated)	-4%[6.33 µM]
Cc1ccc2nc([C@H]3CCN(C(=O)C4CC4)C3)[nH]c2c1	-12%[176 µM]
COCc1cn(C[C@H]2C[C@@H](NC(=O)Nc3cccnc3)[C@H](O)[C@@H]2O)nn1	?
CN(Cc1ccon1)C(=O)C1CCN(C(=O)C2CCC2)CC1	30%
NCC1Cn2cccc2C(=O)N1Cc1ccccc1 (configuration not stated)	33%[activator]
O=C1CC2CCN([S+](=O)([O-])c3cccs3)CC2CCN1 (configuration not stated)	-2%[6.33 µM]
COc1ccccc1CNC(=O)[C@@H]1Cc2c[nH]c3cccc(c23)[C@H](CC(C)C)N1	-11%[176 µM]

As a working copy, some entries already given:
SMILES	12-LOX inh
O=C1CC2CCN([S+](=O)([O-])c3cccs3)CC2CCN1 (configuration not stated)	-2%[6.33 µM]
COc1ccccc1CNC(=O)[C@@H]1Cc2c[nH]c3cccc(c23)[C@H](CC(C)C)N1	-11%[176 µM]

New compounds follow
SMILES	12-LOX inh
COc1cccc(N2CC(C(=O)NCCc3ccc(F)cc3)NC2=O)c1 (configuration not stated)	-5%
CN1C(=O)COC[C@@H]1[C@H](O)c1ccc(NC(=O)c2ccc(C(F)(F)F)cc2)cc1	2%[176 µM]
Cc1ccc(CC(=O)N2CCC(c3n[nH]c(=O)n3-c3ccccc3)CC2)cc1	2%
Cc1nn2c(c1-c1ccccc1Oc1ccccc1)N(C(=O)Cc1ccccc1)CCC2	-7%[176 µM]
C=CCO[C@@H]1CCN2C(=O)c3cc(-c4cccc(C(F)(F)F)c4)ccc3NC(=O)[C@H]12	?
CN1CCC(NC2(Cc3cc(-c4ccccn4)on3)COC2)CC1	-3%[176 µM]
FC(F)(F)C1CN(c2ccnc3ccc(Cl)cc23)CCO1 (configuration not stated)	63%[activator]
COc1ccc(OC)c(S(=O)(=O)N2CCC(Oc3ccccc3-c3nc(C)no3)C2)c1 (configuration not stated)	6%
Cn1nnnc1C1CCCN(C(=O)NC2CCCCC2)C1 (configuration not stated)	-1%
C[C@@H]1COc2cc(Br)ccc2S(=O)(=O)N1Cc1cn(Cc2ccc(F)cc2)nn1	-21%

The list goes on; it opens with the 2 that closed the last part.
SMILES	12-LOX inh
Cn1nnnc1C1CCCN(C(=O)NC2CCCCC2)C1 (configuration not stated)	-1%
C[C@@H]1COc2cc(Br)ccc2S(=O)(=O)N1Cc1cn(Cc2ccc(F)cc2)nn1	-21%
CO[C@H]1C(=O)N(C(C)C)[C@H]1C1CCN(S(=O)(=O)c2c(C)noc2C)CC1	48%[activator]
CN1C(=O)CC[C@]2(C(=O)NCC3CCCCC3)CCCC[C@@H]12	8%
Cc1cc(Cl)ccc1OCC(=O)NCC1Cc2cc(-c3cnccn3)ccc2O1 (configuration not stated)	?
CC(=O)N1CCC2(C1)N=C(c1ccccn1)C(=O)N2 (configuration not stated)	58%[activator][176 µM]
CCOc1ccc(CC(=O)NC2CCN(c3cc(-c4ccccc4)[nH]n3)C2)cc1OCC (configuration not stated)	42%[activator]
COCc1c(C(=O)N2CCN(C3CCCC3)CC2)cnn1-c1nccc(-c2cccs2)n1	5%
CNC(=O)C1CCc2ncc(-c3ccsc3)n2C1 (configuration not stated)	49%[activator]
O=C(CC1CCN(S(=O)(=O)c2ccccc2)C1)NCc1ccccc1 (configuration not stated)	43%[activator]
Cc1ccc(CN2C(=O)NC3(CCCN(C(=O)c4cc(F)ccc4F)C3)C2=O)cc1 (configuration not stated)	5%
Cc1nn(-c2ccc(C(F)(F)F)cc2)c(C)c1[C@@H]1C=C[C@@H](NS(=O)(=O)c2cccs2)C1	55%
COc1ccc(CC(=O)N[C@@H]2CN(c3ccccn3)C[C@H]2CN(C)C)cc1	39%
CC(C)CNc1cccc2c1S(=O)(=O)N(Cc1cn(Cc3cccc(C(F)(F)F)c3)nn1)Cc1ccccc1O2	-5%
COc1ccc(C(=O)N2CCc3onc(-c4ccc(C(F)(F)F)cc4)c3C2)o1	15%
COCCCNC(=O)CC1CCCCN(Cc2ccccc2)C1=O (configuration not stated)	11%
COc1ccc(-c2nc(-c3nnn4c3COC(c3ccc(C)cc3)C4)no2)cc1OC (configuration not stated)	33%
Nc1cccc(-c2ccc(N3CCOCC3)nn2)c1	33%[activator]
CNc1ncccc1C(=O)N1CCCC2(C1)C(=O)N(C)c1ccccc12 (configuration not stated)	-9%
CN(C)CC[C@H](CSc1ccccc1)Nc1ccc(S(=O)(=O)NC(=O)c2ccc(N3CCN(Cc4ccccc4-c4ccc(Cl)cc4)CC3)cc2)cc1[N+](=O)[O-]	-1%[57.4 µM]
Cc1cccc(N2CCN(C(=O)c3ccc4c(c3)C(O)CCCCCN4C)CC2)c1 (configuration not stated)	1%
O=C(Nc1cnc(-c2cccc(Cl)c2)nc1)c1ccccc1F	51%[activator]
COc1ccc(N2CC(C(=O)N3CCC(C(=O)NCC(F)(F)F)C3)NC2=O)cc1 (configuration not stated)	22%
CCCc1noc(-c2cccn3c(CNC(=O)c4ccc(OC)cc4)nnc23)n1	85%[activator]
COc1ccc(C(=O)N2CCC(C3CCN(S(C)(=O)=O)CC3)C2)c(OC)n1 (configuration not stated)	22%
COc1cccc(CN2CCC(n3cc[nH]c3=O)CC2)c1	7%[176 µM]
COC(=O)C1=C(C)N(Cc2cccc(C(F)(F)F)c2)C(=NCc2ccc(C(F)(F)F)cc2)NC1c1ccccc1C(F)(F)F (configuration not stated)	-6%
CCCCc1c(-c2ccccc2OC)ncn1Cc1ccc(OC)c(Cl)c1	?
Cc1noc(C2CCCN2C(=O)c2cccc(CC3CCNCC3)c2)n1 (configuration not stated)	-2%
CCN(CC)c1ncccc1CNC(=O)C1CCOC1 (configuration not stated)	116%[activator]
CC(C)(C)OC(=O)N1CC(NCc2ccc(C(F)(F)F)cc2)C1	9%[6.33 µM]
C[C@@]1(O)CCN(Cc2ccc3c4c(cccc24)C(=O)OC3)C[C@@H]1O	67%[activator]
C[C@H]1[C@@H]2[C@@H](O)C([C@H](C)C(=O)N3CCCC3)CC[C@@]2(C)CC[C@@H]1NC(=O)c1ccccc1 (some centres not stated)	2%[176 µM]
O=C(Nc1cccn2nc(C3CCC3)nc12)c1ccccn1	65%[activator]
O=C(Cn1nccn1)NC1CC(c2cc(N3CCC(O)C3)ncn2)C1 (configuration not stated)	71%[activator]
Cc1noc(C)c1C(=O)N1CCC2(CC1)CC(c1ccccc1)C(=O)N(C)C2 (configuration not stated)	54%[activator]
CN(C(=O)Cc1ccc(F)cc1)C1CCCc2ccccc21 (configuration not stated)	?
Cn1nc(C2CCN(C(=O)c3ccccc3F)CC2)c2c1CCOC2	73%[activator]
CN(C)Cc1nnc(C2CCCN(C(=O)CN(C)c3ccccc3)C2)n1C (configuration not stated)	?
Cn1cc(-c2cc(=O)c3ccnc(NCc4ccc(F)cc4)c3o2)cn1	?
C[C@@H]1CN([C@@H](C)CO)S(=O)(=O)c2ccc(Br)cc2O[C@@H]1CN(C)Cc1ccc2c(c1)OCO2	?
OCC1CN(c2ncccn2)CC12CCN(Cc1ccc3cc[nH]c3c1)CC2 (configuration not stated)	3%
O=S(=O)(Cc1cccc(Cl)c1)NCCc1noc(-c2ccccc2)n1	22%
O=C(c1ccc(Cl)s1)N1CCC(n2cc(-c3nc(-c4ccccc4)no3)nn2)C1 (configuration not stated)	8%
O=S1(=O)c2ccc(N3CCCC3)cc2Oc2ccccc2CN1Cc1cn(Cc2cccc(C(F)(F)F)c2)nn1	26%
Cc1ccc(C(=O)N2CCC(c3nn(-c4ccc(F)cc4)c(=O)[nH]3)CC2)cc1	-14%
COc1ccc(CCC(=O)N2CCCCCC2CN2CCC(OC)CC2)cc1 (configuration not stated)	33%
CSCC[C@H](NC(=O)Cc1c(C)c2cc3c(C)c(C)oc3cc2oc1=O)C(=O)N[C@@H](C(=O)O)c1ccccc1	?
O=C(O)[C@H](Cn1ccc(=O)[nH]c1=O)NC1CCCCC1	18%[176 µM]
COc1ccc(CCCN2C(=O)O[C@@H]3CN(S(=O)(=O)N(C)C)C[C@@H]32)cc1	32%[activator]
CCC(=O)NCC1c2cc(OC)c(OC)cc2CCN1C(=O)Nc1cccc(C)c1 (configuration not stated)	53%[activator]
COc1ccc(-c2nc(C3CC(=O)N(c4ccc(F)cc4)C3)no2)cc1 (configuration not stated)	-14%

More compounds:
SMILES	12-LOX inh
COc1nc2nc(CC3CC3)n(C)c2cc1-c1ccc(O)c(F)c1	2%[176 µM]
Cc1cc(C(=O)NCC2Cn3cccc3C(=O)N2C)n(C)n1 (configuration not stated)	17%
COc1ccccc1C(=O)N1CCC2(CC1)N(C)C(=O)CS2(=O)=O	6%
COc1cccc(CNC(=O)[C@@H]2C[C@@H](O)CN2C2CCN(C(=O)Cc3c[nH]c4ccccc34)CC2)c1	39%[activator]
COc1ccc(OC)c(NC(=O)C2CCCCC(=O)N2)c1 (configuration not stated)	?
CN(C)C(=O)c1cc2c(s1)CCC(C(=O)Nc1ccc(F)c(Cl)c1)C2 (configuration not stated)	52%[activator]
CC1=NS(=O)(=O)N(Cc2ccc(F)c(F)c2)C=C1C(=O)O	20%
C=CCNC(=O)c1cnn2ncccc12	13%[176 µM]
O=C(c1cnc2c(c1)N([S+](=O)([O-])c1cccnc1)CCC2)N1CCCC[C@@H]1c1ccccc1	4%
CN(Cc1ccccc1)C(=O)CC1CCN(C(=O)c2ccncc2)C1 (configuration not stated)	80%[activator]
Cc1cnc(C2CC2)n1C1CCN(C(=O)C2CC2)CC1	26%
O=C1NCCOCCCN(C(=O)Nc2ccccc2F)[C@H]2CCC[C@@H]12	41%[activator]
CC(C)(C)CC(=O)N1C[C@@H]2C[C@H]1C(=O)Nc1ccccc1O2	38%[activator][176 µM]
O=C([C@@H]1C[C@H](F)CN1C(=O)c1ccc(OC(F)(F)F)cc1)N1CCCCC1	3%
CC(C)c1cccc(-c2nc3c(NCc4cccc(N(C)C)c4)nccc3[nH]2)c1	?
COc1ccc(C(=O)NC(C(=O)N2CCCCC2)C2CCN(C(=O)c3ccc(F)cc3)CC2)cc1 (configuration not stated)	69%[activator]
Cc1cnc(C)c(-c2cc(F)cc3c2OC(CNC(=O)c2cc(Cl)ccc2F)C3)n1 (configuration not stated)	-24%
Cn1cnc(S(=O)(=O)NCC2Cn3cccc3CN2Cc2ccccc2)c1 (configuration not stated)	483%[activator]
O=C(C[C@H]1NC(=O)c2ccccc2NC1=O)NC1CCN(Cc2ccc(F)cc2)CC1	25%
COCCOC1CN(C2CCN(S(=O)(=O)c3cccs3)CC2)C12CCCCC2 (configuration not stated)	?

Filtered by structure, those above containing a CF3 group
SMILES	12-LOX inh
CN1C(=O)COC[C@@H]1[C@H](O)c1ccc(NC(=O)c2ccc(C(F)(F)F)cc2)cc1	2%[176 µM]
C=CCO[C@@H]1CCN2C(=O)c3cc(-c4cccc(C(F)(F)F)c4)ccc3NC(=O)[C@H]12	?
FC(F)(F)C1CN(c2ccnc3ccc(Cl)cc23)CCO1 (configuration not stated)	63%[activator]
Cc1nn(-c2ccc(C(F)(F)F)cc2)c(C)c1[C@@H]1C=C[C@@H](NS(=O)(=O)c2cccs2)C1	55%
CC(C)CNc1cccc2c1S(=O)(=O)N(Cc1cn(Cc3cccc(C(F)(F)F)c3)nn1)Cc1ccccc1O2	-5%
COc1ccc(C(=O)N2CCc3onc(-c4ccc(C(F)(F)F)cc4)c3C2)o1	15%
COc1ccc(N2CC(C(=O)N3CCC(C(=O)NCC(F)(F)F)C3)NC2=O)cc1 (configuration not stated)	22%
COC(=O)C1=C(C)N(Cc2cccc(C(F)(F)F)c2)C(=NCc2ccc(C(F)(F)F)cc2)NC1c1ccccc1C(F)(F)F (configuration not stated)	-6%
CC(C)(C)OC(=O)N1CC(NCc2ccc(C(F)(F)F)cc2)C1	9%[6.33 µM]
O=S1(=O)c2ccc(N3CCCC3)cc2Oc2ccccc2CN1Cc1cn(Cc2cccc(C(F)(F)F)c2)nn1	26%
O=C([C@@H]1C[C@H](F)CN1C(=O)c1ccc(OC(F)(F)F)cc1)N1CCCCC1	3%
